Tat transport = inhibitors of E. coli Tat protein transport; E. coli MC4100 TorA-mCherry Tat export, fluorescence; inhibition, % at 10 µM; 340,000 tested, 0.036% active; AID 488895;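 active means mean replicate inhibition at least 50% and at least half of replicates individually reaching 50%; inconclusive means only one of the two criteria met; inactive means neither criterion met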;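 further: exported cargo escapes ClpAP degradation while cytoplasmic cargo is degraded and loses fluorescence; 0% = median of neutral control wells and 100% = median of NaSCN control wells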
Ecoli viability = reduces bacterial viability in AddAB counter-screen; E. coli V3065 growth, OD600 absorbance, 18 h; inhibition, % at 11.9 µM; 330,000 tested, 0.27% active;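 active means inhibition above the campaign's mean inhibition across all tested compounds plus 3 SD, cut at about 9.9% in these data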;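 further: uninfected addAB+ strain grown without phage in ampicillin broth; 0% = DMSO wells and 100% = ciprofloxacin 0.95 µg/ml wells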
MITF TRPM1 HTS = increases MITF-driven TRPM1 promoter luciferase signal; 300,000 tested, 0.75% active; SK-MEL-5 TRPM1-promoter luciferase, 24 h; % of positive control, neutral wells = 0; activation, % at 12.5 µM;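 active means mean activation of at least 80% with every replicate also reaching 80%; inconclusive means mean reaches 80% but some replicate falls short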;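 further: 0% = neutral control wells and 100% = parthenolide positive control wells; values of inactives mirror those of a sister screen read the other way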
SR-BI DiI-HDL act = activators of SR-BI mediated HDL lipid uptake. CHO ldlA[mSR-BI] cells, DiI-HDL uptake fluorescence, 3 h; 100 = double the neutral-control signal. activation, % at 12.5 µM. 320,000 tested, 0.096% active. AID 504775;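 active means mean replicate activation of at least 60% and every replicate at or above 60%; inconclusive means mean or all-replicate condition met, but not both; inactive means mean below 60% and not all replicates reaching 60%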;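 further: 0% = median plate neutral-control signal and 100% = twice that signal; values of inactives mirror those of a sister screen read the other way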
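material = CHO ldlA[mSR-BI] cells | medium = Ham's F12 with 0.5% BSA, HEPES 25 mM, pH 7.4 | reagent = fluorescent DiI-HDL, 10 µg/mL final | compound dosing = single-point compound dose | incubation = 3 h, 37 °C | measured by = bottom-read fluorescence, 550/595 nm | measure = HDL uptake via cellular fluorescence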
phage Ecoli inh = E. coli growth loss with phage present. growth absorbance. inhibition, % at 11.9 µM. 360,000 tested, 0.26% active; in the data active means inhibition above about 11%
Wnt bcat act = activates Wnt/beta-catenin signaling in a reporter cell assay; activator, plate reader; activation, % at 9.35 µM; 300,000 tested, 1.2% active; in the data active means activation above about 30%, passing the limit was not always enough; inconclusive means no clear call, values can overlap the other calls;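 further: 0% = neutral control wells and 100% = positive control wells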
CAL PDZ FP-1 = blocks peptide binding to human CAL PDZ domain; purified CAL PDZ, TMR-peptide fluorescence polarization, 1 h; inhibition, % at 20 µM; 330,000 tested, 0.02% active; AID 504414;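 active means highest replicate inhibition of at least 40%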;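 further: plate controls were DMSO neutral control wells for no effect and unlabeled competitor peptide control wells for full effect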
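System: purified tagged CAL PDZ domain construct (CerCALP). Schedule: 1 h incubation at room temperature before polarization reading. Medium: 25 mM sodium phosphate pH 7.4, 150 mM NaCl, TCEP, IgG, Thesit. Read-out: percent inhibition from loss of millipolarization. Measured by: FP readout, S and P plane fluorescence. Probe or stimulus: fluorescent TMR peptide probe.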
AddAB inh = less growth of phage-infected E. coli with AddAB | E. coli expressing H. pylori AddAB, absorbance growth | inhibition, % at 11.9 µM | 330,000 tested, 0.29% active | AID 435030; in the data active means inhibition above about 12%;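 further: 0% = vehicle wells of infected cells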
SR-BI HDL uptake = inhibitors of mouse SR-BI mediated HDL lipid uptake | Q61009 | ldlA[mSR-BI] CHO cells, DiI-HDL uptake fluorescence, 3 h | inhibition, % at 12.5 µM | 320,000 tested, 0.96% active;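 active means mean replicate inhibition of at least 70% and a set share of replicates each scoring 70 or more; inconclusive means meets just one of the two criteria; inactive means fails both criteria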;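 further: 0% = median of neutral control wells and 100% = median of positive control wells; values of inactives mirror those of a sister screen read the other way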
Target sequence (Q61009 whole entry, looked up): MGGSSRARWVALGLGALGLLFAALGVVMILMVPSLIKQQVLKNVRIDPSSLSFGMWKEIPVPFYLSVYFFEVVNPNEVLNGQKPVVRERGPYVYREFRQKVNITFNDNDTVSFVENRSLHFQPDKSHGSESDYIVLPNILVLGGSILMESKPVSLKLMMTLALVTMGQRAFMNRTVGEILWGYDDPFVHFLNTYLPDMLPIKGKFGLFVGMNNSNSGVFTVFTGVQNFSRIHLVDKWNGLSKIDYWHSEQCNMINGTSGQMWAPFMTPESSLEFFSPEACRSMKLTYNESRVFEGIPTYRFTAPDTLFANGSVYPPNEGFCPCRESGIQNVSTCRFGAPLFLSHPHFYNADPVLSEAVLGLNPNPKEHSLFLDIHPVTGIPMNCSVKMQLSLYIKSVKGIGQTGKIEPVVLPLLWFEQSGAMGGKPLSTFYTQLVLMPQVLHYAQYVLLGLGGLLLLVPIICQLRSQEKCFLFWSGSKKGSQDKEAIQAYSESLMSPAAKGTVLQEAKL
CAL PDZ FP-2 = blocks peptide binding to the human CAL PDZ domain; Q9HD26; purified CAL PDZ, TMR-peptide fluorescence polarization, 1 h; inhibition, % at 24.9 µM; 300,000 tested, 0.92% active; AID 602252;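 active means mean inhibition of at least 30% with at least half of replicates also reaching 30%; inconclusive means no clear call, values can overlap the other calls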;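 further: 0% = DMSO neutral control and 100% = excess unlabeled competitor peptide PRC23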
An asterisk follows results filed as active; ? = inconclusive; . = no result given.

SMILES | Tat transport | Ecoli viability | MITF TRPM1 HTS | SR-BI DiI-HDL act | phage Ecoli inh | Wnt bcat act | CAL PDZ FP-1 | AddAB inh | SR-BI HDL uptake | CAL PDZ FP-2
O=C(COC(=O)C1c2ccccc2Oc2ccccc21)NC1CCS(=O)(=O)C1 (centres undefined) | 0 | -0.3 | 2 | . | 2.0 | 0 | -1.6 | -1.7 | 33 | 1
O=C(Nc1cccc([N+](=O)[O-])c1)N1CCCc2ccccc21 | 0 | . | -12 | -4 | 3.4 | 1 | -2.5 | . | 4 | 5
Cc1cccc(Cc2cnc(N3C(=N)SC(C)C3=O)s2)c1 (centres undefined) | -3 | -2.1 | -9 | -9 | -5.2 | -2 | -1.4 | -3.9 | 9 | -2
COC(=O)C1CCN(S(=O)(=O)CCNC(=O)c2ccc(F)cc2)CC1 | 3 | 1.1 | -5 | 17 | 2.3 | -4 | -3.5 | -1.4 | -17 | -1
COc1ccccc1C(=O)NC1CCN(C(=O)Nc2ccc(F)cc2)CC1 | -2 | 0.6 | -3 | -6 | -0.9 | 0 | -2.1 | 1.8 | 6 | -3
CC(NC(=O)Nc1nnc(C(F)(F)F)s1)N1C(=O)C2C3C=CC(C3)C2C1=O (centres undefined) | -15 | 0.6 | 8 | 30 | 1.6 | . | 0.8 | 0.9 | -30 | -1
O=Nc1c(O)[nH]c2ccc(Cl)c(Cl)c12 | -8 | . | -41 | 4 | -2.4 | -14 | -2.2 | . | -4 | -4
COCC(=O)Nc1ccc(N2CCN(c3ccccc3)CC2)c(F)c1 | -5 | -3.1 | 10 | -10 | 0.8 | 0 | 0.6 | -0.1 | 10 | -1
Cc1cccc(-c2nc(Nc3ccc(N4CCOCC4)cc3)c3ccccc3n2)c1 | 8 | -0.7 | -7 | -61 | 1.2 | . | -0.1 | 4.3 | 61 | -6
CCOc1ccc(C2=Nn3c(CC)nnc3SC2)cc1 | 5 | 0.3 | -23 | -10 | -0.1 | -2 | -1.2 | -3.5 | 10 | -7
O=C(NC1CCCCC1)C(c1ccncc1)N(Cc1ccc(F)cc1)C(=O)c1ccccn1 (centres undefined) | 15 | 1.2 | . | 0 | 2.8 | 0 | 0.2 | 1.5 | 0 | 8
O=S(=O)(CS(=O)(=O)Oc1ccccc1)Oc1ccccc1 | 1 | . | 2 | 16 | 3.1 | 1 | -0.9 | . | -16 | -3
Cc1sc2nc(C3CC3)nc(SCC(=O)N3CCc4ccccc4C3)c2c1C | 10 | 3.2 | -4 | 2 | -0.6 | . | -1.6 | 0.9 | -2 | -2
CC1CCN(C(=O)C2COc3ccccc3O2)CC1 (centres undefined) | 2 | -0.5 | 24 | 0 | 2.5 | 20 | -0.1 | 1.6 | 0 | -5
CCOC(=O)C1=C(C)N(Cc2ccccc2)C(=O)NC1c1ccccc1OS(=O)(=O)c1ccccc1[N+](=O)[O-] (centres undefined) | -1 | -1.9 | -31 | 1 | 0.2 | -8 | -1.9 | -1.1 | -1 | -5
CC1CCN(C(=O)c2ccc3c(=O)n4c(nc3c2)CCCCC4)CC1 | 4 | -0.4 | 19 | -2 | 1.7 | -1 | -2.6 | 0.2 | 2 | -1
COC(=O)c1ccc(NC(=O)CN2C(=O)NC3(CCC(C)CC3)C2=O)cc1 (centres undefined) | 0 | 1.1 | 3 | 10 | 2.3 | -2 | -0.8 | -0.2 | -10 | 56*
Cc1cccc2cc(COC(=O)c3ccco3)c(=O)[nH]c12 | 3 | -2.3 | -5 | 24 | 2.5 | -2 | -2.1 | 0.1 | -24 | 0
COc1ccc(OC)c(-c2nnc(SCC(=O)N3CCCC3)o2)c1 | -1 | 0.6 | -7 | -25 | -0.1 | -1 | -0.6 | -0.2 | 25 | .
C=C(C)c1cccc(C(C)(C)NC(=O)NCc2ccc(OC)c(OC)c2)c1 | -1 | -0.5 | -3 | 11 | 2.4 | . | -2.4 | 1.2 | -11 | 2
COc1ccc(NC(=O)CN(C)C(C)C(=O)N2CCCCC2)cc1 (centres undefined) | -6 | 1.0 | 9 | -4 | -0.8 | . | -0.1 | -1.0 | 4 | .
O=C(Nc1ncc2c(n1)CC(c1ccco1)CC2=O)c1ccco1 (centres undefined) | 2 | -0.2 | . | 1 | 2.4 | -2 | -0.3 | 3.1 | 22 | .
Cn1nc(C(=O)OCc2ccc(Br)cc2F)c2ccccc2c1=O | 9 | 0.8 | -3 | 15 | -0.9 | -1 | -1.8 | -1.0 | -15 | -20
CC(C)c1ccccc1OCCNC(=O)c1cncc(Br)c1 | 7 | -0.8 | -5 | 22 | 3.2 | -1 | -0.9 | 0.7 | -22 | -6
Cc1cnc(CN(C)C(=O)CC2C(=O)NCCN2CCCc2ccccc2)[nH]1 (centres undefined) | 1 | 2.2 | 8 | -21 | 0.1 | 3 | 0.9 | 1.6 | 21 | 16
CC1CCN(C(=O)CN(Cc2ccc(F)cc2)S(C)(=O)=O)CC1 | 2 | . | 6 | 8 | 0.2 | -1 | -1.9 | . | -8 | 0
Cc1ccc(NC(=O)c2sc3nc(N4CCOCC4)c4c(c3c2N)CC(C)(C)OC4)cc1 | -9 | -2.9 | -34 | -26 | -1.2 | 4 | -0.2 | -0.1 | 26 | -4
CSCCC(NC(=O)CCNC(=O)c1ccccc1Cl)c1nc2ccccc2[nH]1 (centres undefined) | 1 | 0.2 | 2 | -1 | 0.2 | -2 | -1.4 | -2.1 | 1 | 29
O=C(Nc1nc2ccccc2[nH]1)C1CCN(S(=O)(=O)c2cccs2)CC1 | 5 | -0.3 | 23 | -7 | 1.2 | . | -0.5 | -3.0 | 7 | -4
O=C(c1cc(-c2ccncc2)nc2c(Cl)cccc12)N1CCN(c2ccccc2F)CC1 | 16 | 0.0 | -25 | -73 | 2.6 | -3 | -2.0 | 0.9 | 73* | -5
O=C(NC1CCCCC1)c1sc(N2CCOCC2)nc1-c1ccccc1 | 0 | 0.0 | 12 | 35 | 4.5 | . | 0.7 | 2.3 | -35 | -8
CC[C@@]1(C(=O)OC)N[C@H](CN(C)C(=O)Nc2ccc(F)cc2)[C@@H]2C(=O)N(Cc3ccccc3)C(=O)[C@@H]21 | 0 | -0.5 | 1 | 1 | -1.2 | -1 | -1.6 | 0.5 | -1 | 1
O=C(O)CCC(=O)N1N=C(c2cccs2)CC1c1cn(-c2ccccc2)nc1-c1ccccc1 (centres undefined) | 5 | -3.1 | -5 | 17 | 3.7 | . | -2.1 | 0.2 | -17 | -6
COc1ccc(OCCNC(=O)/C=C/c2ccccc2)cc1 | -13 | -0.3 | 0 | 11 | 2.2 | 0 | -2.4 | 0.9 | -11 | 0
COc1ccc(C(=O)Nc2cccc(-c3csc(C)n3)c2)cc1S(=O)(=O)N1CCCC1 | 7 | -1.4 | -23 | -67 | -0.3 | 6 | -4.5 | 0.4 | 67 | -8
Cc1nnc(N2C(=O)c3oc4ccccc4c(=O)c3C2c2ccco2)s1 (centres undefined) | -1 | -0.3 | 12 | 21 | 4.5 | 7 | 1.0 | 2.7 | -21 | .
CC(/C=N/NC(=O)c1nnn(-c2nonc2N)c1C(C)C)=C\c1ccccc1 | ? | 4.6 | 63 | -63 | 1.3 | 9 | -3.5 | 1.8 | 63 | -1
COc1ccccc1-c1noc2ncnc(Nc3ccccc3C)c12 | -4 | -2.6 | -10 | 4 | 2.2 | -4 | -2.5 | 2.0 | -4 | 4
CNC(=S)N/N=C/c1cn(Cc2ccc(C)cc2)c2ccccc12 | 2 | 1.3 | 1 | -18 | 3.6 | 2 | 0.0 | 3.2 | 18 | .
CCOC(=O)CNC(=O)c1ccc(Br)s1 | -2 | 0.8 | -2 | -3 | 1.7 | -1 | -3.3 | -1.1 | 3 | 3
CCOc1ccc(CCNC(=O)c2ccc3c(=O)n4c(nc3c2)CCCCC4)cc1 | -7 | 0.9 | -3 | -33 | 1.6 | -1 | -0.3 | 2.6 | 33 | .
CC(=O)N/N=C/c1c(C)[nH]n(-c2ccccc2)c1=O | 3 | 0.2 | 0 | 4 | 2.1 | -6 | -0.6 | -0.3 | -4 | -2
CCn1c(SCC(=O)N/N=C/c2ccc(OC)c(OC)c2)nc2ccccc21 | 0 | 0.1 | 11 | -13 | 2.2 | -3 | -1.1 | 0.5 | 13 | -3
CC(=O)Oc1ccc(C23c4ccccc4C2(OC(C)=O)c2cc(OC(C)=O)ccc23)cc1 (centres undefined) | 15 | . | -46 | -34 | 4.2 | -4 | -0.6 | . | 34 | -3
Cc1nnsc1S(=O)(=O)Cc1ccccc1C(F)(F)F | -5 | 0.5 | 6 | 11 | -1.1 | 1 | 0.1 | 2.5 | -11 | 0
Nc1nc2c(ncn2-c2ccccc2)c(=O)[nH]1 | 1 | . | -4 | 18 | 0.8 | 3 | -1.8 | . | -18 | -2
CS(=O)(=O)N(CC(=O)N1CCCCCC1)c1ccccc1 | 0 | -1.0 | -7 | -5 | 0.1 | . | -1.3 | 1.4 | 5 | 0
CCNc1nc(NC(C)C)nc(OCC)n1 | -8 | 0.0 | -7 | 12 | 2.6 | . | -0.3 | 1.3 | -12 | -1
CCOC(=O)c1ccc(NC(=S)N2CCSC2c2ccc(Br)cc2)cc1 (centres undefined) | 10 | -3.3 | 6 | -40 | 2.8 | . | -0.8 | -0.7 | 40 | -3
CCc1cc(C(=O)c2ccccc2)c(N)s1 | 0 | 0.3 | -2 | 15 | 2.9 | -1 | 0.7 | 1.5 | -15 | .
Next section:
SMILES | Tat transport | Ecoli viability | MITF TRPM1 HTS | SR-BI DiI-HDL act | phage Ecoli inh | Wnt bcat act | CAL PDZ FP-1 | AddAB inh | SR-BI HDL uptake | CAL PDZ FP-2
Nc1nonc1C(=O)NCCNCc1ccccc1 | -9 | 1.6 | -3 | 26 | 3.4 | . | -0.1 | 0.8 | -26 | -4
O=C(N/C(=C/c1ccc(Br)cc1)C(=O)N1CCCCC1)c1ccccc1F | 3 | 0.5 | 14 | -30 | 2.8 | 2 | -2.5 | 2.4 | 30 | 4
Cc1c(CCO)c(=O)n(C)n1C(=O)c1ccc(F)cc1 | -2 | -0.8 | . | 18 | 3.7 | . | -2.8 | 0.0 | -18 | -2
COCCCNC(=O)CCn1c(=O)c2ccccc2n(Cc2cccc([N+](=O)[O-])c2)c1=O | 2 | -1.6 | -8 | 12 | 1.8 | 3 | 1.1 | 1.8 | -12 | -3
COc1ccc2sc(N(CCCN(C)C)C(=O)c3ccc(S(=O)(=O)N(C)Cc4ccccc4)cc3)nc2c1 | 10 | -3.5 | -21 | -8 | 3.0 | -4 | -3.6 | 2.0 | 8 | 5
NS(=O)(=O)c1ccc(CNC(=O)CCSCCC(=O)NCc2ccc(S(N)(=O)=O)cc2)cc1 | -3 | -3.8 | 0 | 20 | 2.9 | -1 | -0.9 | 1.3 | -20 | 3
CC(C)CN1CCN(Cc2nc3ccccc3s2)CC1CCO (centres undefined) | 8 | -1.9 | -15 | 14 | 0.9 | . | -3.5 | 0.5 | -14 | 1

Screens: PubChem, several laboratories
